CBFb RUNX1 block: CBF-beta/RUNX1 interaction disruption. Q01196+Q13951. AlphaScreen CBFb-His/RUNX1-biotin binding, biochemical. Potency, µM (series often up to 59.8 µM), inactives show at the top dose activity, negative = inhibition, actives largely listed as inhibitors. 230,000 tested, under 10 active. AID 1477; further: % of control where 0% means no effect
Target sequence (Q01196 whole entry, looked up): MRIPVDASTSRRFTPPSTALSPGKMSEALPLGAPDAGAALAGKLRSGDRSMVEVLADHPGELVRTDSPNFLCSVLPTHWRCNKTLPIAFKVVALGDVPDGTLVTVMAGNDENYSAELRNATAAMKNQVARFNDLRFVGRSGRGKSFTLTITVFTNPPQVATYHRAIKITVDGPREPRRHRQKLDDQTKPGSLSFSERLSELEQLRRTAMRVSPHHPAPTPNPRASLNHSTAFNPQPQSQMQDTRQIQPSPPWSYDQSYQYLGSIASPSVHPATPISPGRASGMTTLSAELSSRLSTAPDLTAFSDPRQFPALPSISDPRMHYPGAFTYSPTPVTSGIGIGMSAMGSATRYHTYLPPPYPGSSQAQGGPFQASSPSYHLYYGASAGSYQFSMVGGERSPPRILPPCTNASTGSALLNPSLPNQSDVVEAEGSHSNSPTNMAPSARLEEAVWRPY
Target sequence (Q13951 whole entry, looked up): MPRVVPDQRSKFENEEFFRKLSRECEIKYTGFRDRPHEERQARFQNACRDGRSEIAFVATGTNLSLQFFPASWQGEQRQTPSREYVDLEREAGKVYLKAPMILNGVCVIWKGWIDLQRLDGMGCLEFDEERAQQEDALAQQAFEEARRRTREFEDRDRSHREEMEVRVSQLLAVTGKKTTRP
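Room-temperature protein-protein interaction test with 30 nM each of His-tagged CBF-beta and biotinylated RUNX1, 15 min with compound, then 90 min with nickel plus streptavidin beads. Signal read in AlphaScreen mode.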
KinaseGlo FLuc: blocks Kinase-Glo luciferase, a counter-screen artifact. AID 1379. hit rate 0.28% among 200,000. Kinase-Glo luciferase, ATP luminescence, 8 min. Potency, µM (titrated, usually from 38.3 µM), without a hit: at the highest dose activity change, negative = inhibition, usual class: inhibitors; further: potency means the concentration at half of the fitted maximal effect; on the % scale 0 is the no-effect control and ±100 the full control effect; nearly all actives have a fitted effect of over 60% in size
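Substrate mix (final 50 mM imidazole pH 7.2, 50 mM KCl, 7 mM MgCl2, 10 uM ATP, 0.01% Tween 20, 0.05% BSA) plus pin-tool compound, then Kinase-Glo detection mix; 8 min ambient, luminescence read.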
L3MBTL1 inh: inhibitors of human L3MBTL1; Q9Y468; AlphaScreen L3MBTL1–H3K9me1 peptide binding; Potency, µM (top dose mostly 57.1 µM), inactives show top-dose activity, negative = inhibition, usual class: inhibitors; hit rate 0.66% among 230,000; further: potency means the concentration at half of the fitted maximal effect; on the % scale 0 is the no-effect control and ±100 the full control effect; nearly all actives have a fitted effect of over 60% in size
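AlphaScreen assay: L3MBTL1 (50 nM final) was preincubated 30 min at room temperature with biotinylated H3(1-15)K9me1 peptide (75 nM final), then 30 min with library compounds; streptavidin donor and nickel chelate acceptor beads (10 ug/mL final) added, 30 min dark.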
IMPase Li inh: IMPase inhibition in cells with lithium potentiation; AID 1457; Potency, µM (highest dose often 59.4 µM), for the others: at the highest dose activity, negative = IMPase inhibition, usual class: inhibitors; CHO-M1 cells, IP1 TR-FRET (IP-One), carbachol + lithium; hit rate 0.35% among 210,000;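 further: IP1 builds up when IMPase is blocked and the TR-FRET signal falls; potency means the concentration at half of the fitted maximal effect; plate controls were basal vehicle for no effect and high inhibitor control for full effect; nearly all actives have a fitted effect of over 50% in size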
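Test compounds were applied to CHO-M1 cells previously cultured for 16–30 h at 2000 per well. A small lithium amount accompanied them; after 30 min at 37C, IP1 was quantified by TR-FRET.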
Epigenetic reg: derepresses silenced GFP reporter in murine cells | murine LDR cells, GFP reporter derepression, 30 h | Potency, µM (doses to about 53.9 µM), inactives show top-dose GFP activation, actives largely listed as activators | hit rate 0.2% among 280,000; further: potency means the concentration at half of the fitted maximal effect; % of control where 0% means no effect; nearly all actives have a fitted effect of over 60% in size
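Readout is the number of GFP-expressing murine LDR cells, counted by cytometry following washing. Cells were treated with compound for 30 h at 37 C; the stably integrated CMV-GFP locus is normally silent.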
HTT aggregate: inhibitors of mutant huntingtin aggregate formation in PC12 cells; PC12 HttQ103-GFP aggregates, Acumen cytometry, 40 h; Potency, µM (doses to about 46.1 µM), for inactives: top-dose activity change, negative = inhibition, actives largely listed as inhibitors; hit rate 1.1% among 220,000; AID 1688; further: potency means the concentration at half of the fitted maximal effect; on the % scale 0 is the no-effect control and ±100 the full control effect; nearly all actives have a fitted effect of over 60% in size
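Aggregate formation scored by laser-scanning cytometer (488 excitation, 500–530 emission) in lysed PC12 cells expressing Q103-GFP after 100 nM tebufenozide induction; library tested in dose series, with ATPLite reagent added in the multiplex.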
NPSR antagonist: blocks cAMP signaling of the human neuropeptide S receptor | Q6W5P4 | Potency, µM (highest dose often 38.3 µM), without a hit: at the top dose activity change, negative = inhibition, hits mostly inhibitors | CHO-NPSR cells, cAMP TR-FRET, antagonist mode | hit rate 1% among 220,000; further: potency means the concentration at half of the fitted maximal effect; on the % scale 0 is the no-effect control and ±100 the full control effect; nearly all actives have a fitted effect of over 50% in size; many of its hits are not listed in these tables
Target sequence (Q6W5P4 whole entry, looked up): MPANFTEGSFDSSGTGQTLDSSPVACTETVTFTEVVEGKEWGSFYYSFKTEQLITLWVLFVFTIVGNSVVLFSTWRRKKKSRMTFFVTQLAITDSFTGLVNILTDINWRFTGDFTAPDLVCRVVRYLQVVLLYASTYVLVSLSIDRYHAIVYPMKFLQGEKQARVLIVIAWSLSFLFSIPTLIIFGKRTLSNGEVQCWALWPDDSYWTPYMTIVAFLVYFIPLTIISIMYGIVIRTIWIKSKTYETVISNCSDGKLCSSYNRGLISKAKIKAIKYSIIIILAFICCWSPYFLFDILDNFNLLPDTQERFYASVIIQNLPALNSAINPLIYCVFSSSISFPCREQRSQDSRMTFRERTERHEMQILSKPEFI
* = called active by the depositor; ? = inconclusive; . = no result given; & = joins results of further samples; [ ] = remark or other dose. The call rests on the fitted dose curve; in most records, active means well fitted curve in the direction sought with a large enough effect; inconclusive means small, poorly fitted or top-dose-only effect, or another doubt; inactive means no such curve, though single readings can be large; an effect the other way counts as inactive or inconclusive. A portion of the library, so the mix of outcomes need not match the whole.

SMILES	CBFb RUNX1 block	KinaseGlo FLuc	L3MBTL1 inh	IMPase Li inh	Epigenetic reg	HTT aggregate	NPSR antagonist
Cn1c(=O)cc(SCC(=O)NCCN2CCN(c3ccccc3F)CC2)c2cc(Cl)ccc21	1%	-2%	-2%	-19%[38.3 µM]	1.3%	7%	?
CCCCc1nc2cc(Cl)ccc2o1	9%	3%	4%	-1%	-0.6%	-13%	-10%
O=C(Nc1c(C(=O)O)[nH]c2ccccc12)c1cccc(C(F)(F)F)c1	-4%	.	-6%	.	0.1%	15%[9.22 µM]	6%
O=C(NCc1cccc(Cl)c1)NC(=O)c1csc([N+](=O)[O-])c1	3%	.	.	.	-1.0%	22%[9.22 µM]	7%
COc1ccc(N/C=C2\CCOC2=O)cc1	0%	0%	6%	8%[38.3 µM]	-1.2%	9%[9.22 µM]	-21%[46.1 µM]
Oc1[nH]c2ccccc2c1N=Nc1nncc2ccccc12	-4%	.	.	.	-0.4%	-9%[9.22 µM]	-11%
COc1ccc(-n2cnnc2SCC(=O)NCc2cccs2)cc1	-2%	-1%	.	23%[38.3 µM]	-1.8%	-13%	-2%[46.1 µM]
O=S(=O)(NCc1csc(-c2ccccc2)n1)c1ccc(Cl)s1	-1%	3%	?	3%	-1.0%	-4%	-27%[46.1 µM]
Cc1cccc(/C=C2\CS/C(=C\c3cccc(C)c3)C2=O)c1	0%	16%	.	22%[38.3 µM]	1.6%	?	-12%[46.1 µM]
Cc1ccc(OCC(O)Cn2nc(C)cc2C)cc1 (stereo unspecified)	7%	-1%	-5%	7%	0.2%	1%[9.22 µM]	-21%
CCOc1ncccc1C(=O)OCC(=O)c1ccc[nH]1	3%	-4%	-7%	5%[38.3 µM]	0.2%	8%[9.22 µM]	-4%[46.1 µM]
CCOc1ccc(S(=O)(=O)N(C)C)cc1-c1nc2c(C(C)(C)C)nn(C)c2c(=O)[nH]1	0%	-2%	.	21%[38.3 µM]	0.1%	-2%	?
Clc1ccc(CSc2nnc(-c3ccc4c(c3)OCO4)o2)cc1	14%	-1%	.	24%[38.3 µM]	2.0%	-2%	-15%[46.1 µM]
FC(F)Oc1ccc(NC(=S)NCc2ccccc2)cc1	7%	2%	12%	-2%	0.0%	13%	-7%
Cn1c(=O)c2c(ncn2CC(=O)OCC(=O)Nc2cc(Cl)ccc2Cl)n(C)c1=O	-4%	4%	-4%	2%	-1.1%	-1%	16%
CCOc1ccc2nc(NC(=O)CSc3nnnn3C3CCCCC3)sc2c1	9%	0%	.	34%[38.3 µM]	0.0%	4%	-22%[46.1 µM]
CCC(=O)Nc1ccc(C(=O)NNC(=O)c2cc(OC)c(OC)c(OC)c2)cc1	1%	0%	12%	-6%	3.2%	11%[9.22 µM]	-8%
Cc1ccc(NC(=O)C2C3CCCC2C3c2ccccc2)cc1C (stereo unspecified)	0%	-3%	-1%	-12%[38.3 µM]	0.0%	-4%	-8%[46.1 µM]
Cc1cccc2[nH]c(CN(C)Cc3nc(CC4CC4)no3)nc12	7%	-3%	-8%	7%	2.1%	-12%[9.22 µM]	-2%
Cn1c(=O)n(C)c2cc(/C=C3/NC(=O)N(Cc4ccccc4)C3=O)ccc21	1%	-5%	.	4%[38.3 µM]	-0.7%	?	-14%[46.1 µM]
CCCCN(C(=O)CSc1cc(C)c2ccc(OC)cc2n1)c1c(N)n(Cc2ccccc2)c(=O)[nH]c1=O	-2%	-4%	1%	-16%	-3.0%	31%	-6%
CCC(=O)NCC(c1cccs1)N1CCOCC1 (stereo unspecified)	7%	5%	0%	6%[38.3 µM]	-2.9%	6%	9%[46.1 µM]
O=C(Nc1cccn2ncnc12)c1ccc(Cl)cc1Cl	-1%	-10%	-2%	?	-1.4%	-15%	-14%[46.1 µM]
OCCN1CCN(CC/C=C2/c3ccccc3Sc3ccc(C(F)(F)F)cc32)CC1	2%&-9%&-11%	-1%	-7%	20%&13%	-0.1%&0.8%	?	-10%[46.1 µM]
CCCOc1ccc(/C=N/O)cc1	6%	4%	5%	3%[38.3 µM]	-0.9%	27%	6%[46.1 µM]
COc1nc(Cc2ccc(Cl)cc2)nc2ccccc12	-26%	-1%	10%	1%	-1.1%	-18%	-15%
O=C(NCC1CCCO1)C1CCN(C(=O)c2ccc(Br)cc2)CC1 (stereo unspecified)	8%	3%	6%	2%[38.3 µM]	1.5%	-5%	-7%[46.1 µM]
CNc1nc(C)cc(C)c1S(=O)(=O)c1ccc(C)cc1	7%	-1%	10%	18%[38.3 µM]	-1.1%	?	-18%[46.1 µM]
C/C=C/c1ccc(OC(C)=O)c(OC)c1	-1%[2.36 µM]	-3%	4%	8%	0.0%	0%	11%
COc1ccccc1NC(=S)N(C(C)C)C(C)c1ccccn1 (stereo unspecified)	6%	0%	.	1%	0.1%	14%	3%
Cc1cccc(NC(=O)CS(=O)(=O)c2cn(CC(=O)N3CCOCC3)c3ccccc23)c1	1%	3%	.	0%	-3.1%	4%	-8%
O=C(/C=C/c1cccs1)NC(=S)Nc1ccc(S(=O)(=O)Nc2ccccc2C(F)(F)F)cc1	13%	.	-27%	.	-0.3%	-2%[9.22 µM]	17%[7.67 µM]
O=C(c1cnn2c(C(F)(F)F)cc(-c3ccc4c(c3)OCO4)nc12)N1CCCC1	2%	-5%	4%	-6%[38.3 µM]	-0.3%	8%	-1%[7.67 µM]
COc1ccc(NCC(=O)N/N=C/C(C)c2ccccc2)cc1 (stereo unspecified)	-30%	4%	-19%	9%	0.5%	-3%	-6%
CCOc1cccc(OCCCCn2ccnc2)c1	9%	0%	-6%	27%[38.3 µM]	7.9%	-29%	?
Cc1cccc(N=N/C(=C\O)C(=O)c2ccc(Br)cc2)c1	?	-3%	?	14%	3.8%	?	?
COC(=O)[C@H](COC(C)(C)C)NC(=O)O[C@@H]1C(=O)c2ccc(OC)cc2O[C@H]1c1ccc2c(c1)OCO2	-9%	-2%	.	1%	-1.1%	.	.
COc1ccc(OC)c(NC(=O)C2COc3ccccc3O2)c1 (stereo unspecified)	4%	1%	-8%	10%[38.3 µM]	-2.4%	-3%	-27%[46.1 µM]
C=CCn1c(COc2cccc3cccnc23)nnc1SCC(=O)O	7%	0%	-8%[11.4 µM]	24%[38.3 µM]	-2.1%	-6%	-3%[46.1 µM]
O=C(c1cccs1)n1cc(C(=S)N2CCOCC2)c2ccccc21	?	0%	.	8%[38.3 µM]	-2.3%	-14%	-10%[46.1 µM]
C=CCOC(=O)/C(=C\c1ccccc1)NC(=O)c1ccco1	6%	2%	-2%	2%	-0.9%	1%	3%
Cc1cnc(C(=O)OCC(=O)N2CCN(C(=O)c3ccco3)CC2)cn1	-2%	-1%	5%	3%[38.3 µM]	-10%	?	3%[46.1 µM]
COc1ccc(N2C(=O)CC(N3CCC(O)(c4ccc(Cl)cc4)CC3)C2=O)cc1 (stereo unspecified)	0%	-5%	.	24%[38.3 µM]	0.0%	-9%	-5%[46.1 µM]
O=C(CN1C(=O)NC2(CCCC2)C1=O)Nc1ccccc1-c1ccccc1	11%	.	.	.	-4.7%	10%[9.22 µM]	11%
CCOC(=O)C1=C(O)C(=O)N(Cc2ccccc2)C1	-15%[21.7 µM]	-5%	.	25%	-0.3%	.	.
CCOc1ccc2c(c1)c(N=NC(N)=S)c(O)n2C	-3%	.	-12%	.	-1.1%	-14%[9.22 µM]	14%
Cc1cc(Br)ccc1NC(=O)CN1C(=O)C2C3CC(c4ccccc4)C(C3)C2C1=O (stereo unspecified)	-11%	0%	0%	14%[38.3 µM]	0.2%	?	-1%[46.1 µM]
CC1OC23CCCCC2C(C#N)(C(=N)O3)C1(C#N)C#N (stereo unspecified)	0%	-2%	-13%	2%	-2.0%	-15%	9%
Cc1nn(Cc2ccccc2)c(C)c1NC(=O)c1cc(-c2ccco2)on1	1%	-2%	1%	6%	-0.8%	11%	5%[46.1 µM]
Cc1cc(C)cc(NC(=O)C(Nc2ccccc2)c2ccccc2)c1 (stereo unspecified)	3%	-1%	-6%	8%	-1.1%	12%	-31%
COc1ccccc1N(C)S(=O)(=O)c1ccc(C(=O)OCC(N)=O)cc1	-1%	0%	10%	4%	-1.5%	9%	-3%
CC(C)Cn1c(N)c(C(=O)COC(=O)c2cc(C(F)(F)F)nc3c(C(F)(F)F)cccc23)c(=O)n(C)c1=O	11%&0%	-3%&0%	-3%	-9%&6%	?	?	-23%
CCCCCCn1c(N)c(C#N)c2ccc([N+](=O)[O-])cc2c1=O	-5%	6%	-2%	31%[activator]	2.3%	0%	-13%
CCOc1cc(/C=N/N=C2/NC(=O)C(CC(=O)O)S2)ccc1OCc1ccc(Cl)cc1Cl (stereo unspecified)	-6%	-1%	-29%	1%	-0.7%	27%[9.22 µM]	1%

A portion of the results above, as a working copy:
SMILES	CBFb RUNX1 block	KinaseGlo FLuc	L3MBTL1 inh	IMPase Li inh	Epigenetic reg	HTT aggregate	NPSR antagonist
Cn1c(=O)cc(SCC(=O)NCCN2CCN(c3ccccc3F)CC2)c2cc(Cl)ccc21	1%	-2%	-2%	-19%[38.3 µM]	1.3%	7%	?
CCCCc1nc2cc(Cl)ccc2o1	9%	3%	4%	-1%	-0.6%	-13%	-10%
O=C(Nc1c(C(=O)O)[nH]c2ccccc12)c1cccc(C(F)(F)F)c1	-4%	.	-6%	.	0.1%	15%[9.22 µM]	6%
O=C(NCc1cccc(Cl)c1)NC(=O)c1csc([N+](=O)[O-])c1	3%	.	.	.	-1.0%	22%[9.22 µM]	7%
COc1ccc(N/C=C2\CCOC2=O)cc1	0%	0%	6%	8%[38.3 µM]	-1.2%	9%[9.22 µM]	-21%[46.1 µM]
Oc1[nH]c2ccccc2c1N=Nc1nncc2ccccc12	-4%	.	.	.	-0.4%	-9%[9.22 µM]	-11%
COc1ccc(-n2cnnc2SCC(=O)NCc2cccs2)cc1	-2%	-1%	.	23%[38.3 µM]	-1.8%	-13%	-2%[46.1 µM]
O=S(=O)(NCc1csc(-c2ccccc2)n1)c1ccc(Cl)s1	-1%	3%	?	3%	-1.0%	-4%	-27%[46.1 µM]

Assay outcomes as filed in PubChem BioAssay.
